NALP3 yeast inh: blocks the NALP3 inflammasome reconstituted in yeast; Yeast reconstituted NLRP3/ASC/caspase-1, beta-gal luminescence, 24 h; 0.39% of 330,000 active; inhibition, % at 10 µM;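 active = inhibition of 50% or more; inactive = inhibition below 50%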;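 note: plate controls were induced DMSO wells for no effect and uninduced yeast grown without galactose for full effect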
mIAP inh: blocks mouse intestinal alkaline phosphatase; purified mouse IAP, CDP-Star luminescence, 30 min; inhibition, % at 10 µM; 0.2% of 330,000 active; AID 2806;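 active = inhibition of at least 40% at 10 µM in the primary screen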;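 note: plate controls were DMSO with enzyme for no effect and no enzyme wells for full effect; values of inactives mirror those of a sister screen read the other way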
mIAP activ: increases mouse intestinal alkaline phosphatase activity. muIAP, CDP-Star luminescence, 30 min; hits give high values; 1 = vehicle-only enzyme signal, 0 = enzyme-free wells. activation factor at 10 µM. 0.24% of 330,000 active. AID 2805;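 active = activation factor of at least 2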; note: the source names both 10 and 20 µM as test concentration; values of inactives mirror those of a sister screen read the other way
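also added = chemiluminescent substrate CDP-Star | test system = mouse IAP enzyme | signal = chemiluminescence readout | compound = DMSO-dissolved test compounds | incubation = 30 min at room temperature | benchmarks = DMSO wells, no-enzyme wells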
APOBEC3G inh: inhibitors of human APOBEC3G DNA deaminase. recombinant A3G, ssDNA deamination FAM/TAMRA fluorescence. inhibition, % at 20 µM. 0.28% of 330,000 active;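 active = inhibition of at least 40% at 20 µM, with no more than 30% in the related APOBEC3A deaminase screen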;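 note: plate controls were DMSO wells with A3G for no effect and wells lacking A3G enzyme for full effect; some compounds called inactive have numbers as strong as hits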
Target sequence (Q9HC16 whole entry, looked up): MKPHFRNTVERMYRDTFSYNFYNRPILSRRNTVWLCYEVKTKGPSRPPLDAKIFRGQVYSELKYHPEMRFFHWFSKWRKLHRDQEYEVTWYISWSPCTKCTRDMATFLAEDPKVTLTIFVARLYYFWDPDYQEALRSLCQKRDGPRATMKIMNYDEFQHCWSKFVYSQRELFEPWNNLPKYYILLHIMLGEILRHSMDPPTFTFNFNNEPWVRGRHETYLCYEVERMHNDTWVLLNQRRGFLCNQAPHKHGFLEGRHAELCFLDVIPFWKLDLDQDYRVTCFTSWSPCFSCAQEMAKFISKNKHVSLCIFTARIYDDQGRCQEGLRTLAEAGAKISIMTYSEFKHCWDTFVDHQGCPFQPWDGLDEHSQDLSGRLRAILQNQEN
APOBEC3A inh: human APOBEC3A DNA deaminase inhibition; P31941; recombinant A3A, FAM/TAMRA ssDNA deamination fluorescence; inhibition, % at 20 µM; 0.41% of 330,000 active; AID 493011;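 active = at least 40% inhibition at 20 µM here, with at most 30% in a related deaminase screen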;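 note: plate controls were A3A with DMSO for no effect and wells lacking A3A enzyme for full effect; some results filed as inactive read as strong as hits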
Target sequence (P31941 whole entry, looked up): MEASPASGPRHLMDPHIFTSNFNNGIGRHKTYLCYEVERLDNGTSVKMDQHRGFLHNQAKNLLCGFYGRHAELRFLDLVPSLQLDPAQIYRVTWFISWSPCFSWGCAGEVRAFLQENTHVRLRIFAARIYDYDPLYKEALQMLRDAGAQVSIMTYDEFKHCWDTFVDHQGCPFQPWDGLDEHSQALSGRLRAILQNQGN
TIM10 inh: inhibits growth of TIM10 yeast strain | S. cerevisiae TIM10 strain growth, BacTiter-Glo luminescence, 24 h | inhibition, % at 10 µM | 1.4% of 330,000 active;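 active = inhibition of 40% or more at the single tested concentration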;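 note: wild-type TIM10 isogenic control strain grown at permissive 25 °C; 0% = DMSO yeast wells and 100% = minimal medium wells without yeast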
hIAP inh: human IAP inhibition | inhibition, % at 10 µM | P09923 | purified IAP, CDP-Star luminescence, 30 min | 0.12% of 330,000 active;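 active = inhibition reaching a set limit with compound at 10 µM in the primary screen, cut at about 35% in these data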;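 note: plate controls were DMSO wells with enzyme for no effect and no-enzyme buffer wells for full effect; values of inactives mirror those of a sister screen read the other way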
MIN6 prolif: inducers of beta-cell replication in MIN6 cells; MIN6 cells proliferation, ATPlite luminescence, 48 h; cells starved in 0.2% serum; 100% = growth in 10% serum; proliferation, % at 10 µM; 0.29% of 330,000 active; AID 2380;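 active = compounds whose signal lies at least 3.5 SD above the mean of all wells on their plate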;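 note: 0% = DMSO-treated cells in low-serum medium and 100% = 10% serum control; some compounds called inactive have numbers as strong as hits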
tim10-1 inh: growth inhibitors of tim10-1 mutant yeast | S. cerevisiae tim10-1 ts strain growth, BacTiter-Glo, 24 h | inhibition, % at 20 µM | 2.2% of 330,000 active | AID 463190;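 active = inhibition of at least 40%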;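 note: mutant grown at 25 °C; 0% = DMSO wells with yeast and 100% = wells holding no yeast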
* hit, by the source's call.

SMILES	NALP3 yeast inh	mIAP inh	mIAP activ	APOBEC3G inh	APOBEC3A inh	TIM10 inh	hIAP inh	MIN6 prolif	tim10-1 inh
COc1ccc(Br)c(C(=O)OCC(=O)NC2CC2)c1	9	12	0.88	-3	0	2	2	-1	-11
O=C(COC(=O)c1cc(S(=O)(=O)N2CCCC2)ccc1O)Nc1ccc(F)cc1F	17	1	0.99	-5	-5	7	-8	4	5
O=C(CSc1nc2ccccc2c(=O)n1CC1CCCO1)Nc1ccccc1 (stereo not drawn)	9	-5	1	-3	2	-7	-4	0	9
Cn1c(SCC(=O)NCc2cccs2)nnc1-c1ccncc1	7	-14	1.1	-7	0	-20	-9	-1	4
CN(C(=O)c1ccc(Br)o1)C1(C)CCS(=O)(=O)C1 (stereo not drawn)	2	-9	1.1	4	-1	1	23	-4	13
CC1(C(=O)OCC(=O)NNC(=O)COc2ccc(Cl)cc2)CC1(Cl)Cl (stereo not drawn)	13	5	0.95	-5	1	-20	-32	1	-32
Cc1cc(C(=O)COC(=O)c2ccc[nH]c2=O)c(C)n1-c1ccccc1	42	10	0.9	-6	0	-12	-7	-5	-32
COc1ccc(/C=C/C(=O)c2ccc3c(c2)OCCO3)cc1[N+](=O)[O-]	17	7	0.93	-2	1	44*	3	-6	43*
CC(=O)NC(c1cc(Cl)c2cccnc2c1O)C1CC1 (stereo not drawn)	30	4	0.96	-4	-3	4	-46	-7	33
CCOC(=O)c1c(C)nn(-c2ncccc2NC(=O)CCC(=O)O)c1C	14	-6	1.1	-2	-1	-7	-13	0	-26
Cc1ccc2cccc(O)c2[n+]1[O-]	-13	2	0.98	-1	-1	-4	-17	2	15
CCCCCn1c(CN2CCN(c3cccc(Cl)c3)CC2)nc2c1c(=O)n(C)c(=O)n2C	7	1	0.99	-5	-3	14	10	-2	26
Cc1ccc(N2CC(C(=O)Nc3ccc(S(=O)(=O)N4CCOCC4)cc3)CC2=O)cc1 (stereo not drawn)	14	-12	1.1	-7	0	23	12	0	1
C=CCN1C(=O)c2ccc(C(=O)N3CCC(C(=O)OCC)CC3)cc2C1=O	25	-4	1	12	1	10	3	-1	17
C#CCN1c2ccccc2Sc2cccnc21	8	-3	1	-8	-1	7	16	3	1
CCOc1ccccc1N1CC(C(=O)NNC(=O)c2cc(OC)c(OC)c(OC)c2)CC1=O (stereo not drawn)	11	3	0.97	-9	-3	-1	-6	5	8
CCOc1ccccc1N(CC(=O)NCC1CCCO1)C(=O)CNS(=O)(=O)c1ccccc1 (stereo not drawn)	11	-5	1	1	1	-2	-1	-4	9
Nc1nnc(-c2ccccc2)s1	10	2	0.98	-3	2	5	17	0	92*
O=C1CCCN1CCCNc1ccc(S(=O)(=O)N2CCCCC2)cn1	5	4	0.96	2	1	-1	-9	-2	9
COC(=O)C1=C(O)/C(=C\c2ccc(CNS(=O)(=O)c3ccccc3)o2)N=C1C	3	19	0.81	13	23	-2	-4	0	17

Looked up above.
Value of CC1(C(=O)OCC(=O)NNC(=O)COc2ccc(Cl)cc2)CC1(Cl)Cl (stereo not drawn) under tim10-1 inh: -32
Value of CCOc1ccccc1N(CC(=O)NCC1CCCO1)C(=O)CNS(=O)(=O)c1ccccc1 (stereo not drawn) under NALP3 yeast inh: 11

(list continues)
SMILES	NALP3 yeast inh	mIAP inh	mIAP activ	APOBEC3G inh	APOBEC3A inh	TIM10 inh	hIAP inh	MIN6 prolif	tim10-1 inh
Cc1ccc2c(c1)cc(C(=O)NCc1ccccc1)n2C	24	2	0.97	0	-8	10	14	-4	12
Cc1ccc(C(=O)NC2CCCCNC2=O)cc1 (stereo not drawn)	15	2	0.98	-4	1	6	21	-1	-8
O=C(CSc1nnc(-c2cccnc2)n1CCc1ccccc1)N1CCCCC1	-3	2	0.97	-4	-2	1	6	2	8
O=C(COc1ccc(Br)cc1)Nc1ccc(-c2nnc(-c3ccco3)o2)cc1	9	1	0.99	-5	-3	-48	-8	0	20
CC(=O)Nc1cccc(NC(=O)CCCC(=O)O)c1	8	5	0.95	4	5	0	2	-1	10
CC12CCC(C/C1=N/O)C2(C)CBr (stereo not drawn)	24	6	0.94	-3	0	-8	3	-1	-16
CCOC(=O)CNC(=O)c1sc2ncnc(N3CCc4ccccc4C3)c2c1C	-3	6	0.94	-1	-1	27	4	-3	35
CC(C)c1nc2c(c(=O)c3ccccc3n2C)c(=O)n1-c1ccc(F)cc1	20	-3	1	-7	-8	5	-19	0	-3
CCOc1ccc(-c2nc3ccccc3c(=O)o2)cc1	2	7	0.93	-2	4	-4	1	-5	17
C=CCn1c(=O)c2ccccc2n2c(SCc3nc4ccccc4s3)nnc12	12	-4	1	-5	0	5	-16	-3	10
C=C1C2C[C@H](O)C(C)(C)[C@@]2(O)[C@H](O)C[C@]23C[C@@](C)(O)[C@H](CC[C@H]12)[C@H]3O (stereo partly drawn)	-4	4	0.96	-7	-4	-10	8	5	-3
C#CCOCCOCCOCCNc1nc(N2CCN(C(=O)[C@H](C(C)C)n3cc(CCO)nn3)CC2)nc(N2CCN(C(=O)[C@H](C(C)C)n3cc(CCO)nn3)CC2)n1	7	-7	1.1	-6	-1	-1	1	-1	2
CCN1/C(=C2/SC(=S)N(NC(C)=O)C2=O)Sc2ccc(Cl)cc21	19	14	0.86	-5	-7	-2	-3	-1	3
Cc1ccc(NC(=O)OCCN2CCN(S(=O)(=O)c3ccc(C)cc3)CCC2=O)cc1	-6	-15	1.1	-8	-2	-3	2	0	7
CC1CCCN(c2c3c(nc4ccccc24)CCCC3)C1 (stereo not drawn)	15	3	0.97	-6	0	-18	22	-3	2
CC(NC(=O)C1CCN(C(=O)c2ccc(F)cc2)CC1)c1ccc(-n2ccnc2)cc1 (stereo not drawn)	-3	-17	1.2	-4	-1	-7	-3	3	-16
CC(C)N(C(=O)[C@H]1CC(CC(=O)NCC23CC4CC(CC(C4)C2)C3)C(=O)N2CCc3c([nH]c4ccccc34)[C@]12C)C(C)C (stereo partly drawn)	12	-45	1.4	-4	0	10	-4	-5	25
Cc1ccc(NC(=O)N(Cc2nc3ccccc3c(=O)[nH]2)Cc2cccs2)cc1	12	2	0.98	-4	0	18	9	0	25
O=C(NCCc1ccccc1)C1CCCN(S(=O)(=O)c2cnc[nH]2)C1 (stereo not drawn)	-1	0	1	-5	1	9	1	2	-22
Cc1ccc(N=Nc2cc(C)ccc2O)c(C)c1	14	13	0.87	-5	1	-3	6	0	22
COc1ccc(Cl)cc1NS(=O)(=O)c1cccc(C(=O)N2CC(C)OC(C)C2)c1 (stereo not drawn)	13	1	0.99	-2	-3	16	-12	-3	16
CCCCNC(=O)CCNS(=O)(=O)c1ccc(Br)cc1	-4	-1	1	-6	-3	-1	9	-3	-12
COC(=O)C(Oc1ccc2c(-c3ccc(OC)cc3)cc(=O)oc2c1)c1ccccc1 (stereo not drawn)	17	-10	1.1	-4	0	-9	7	-4	7
CC(C)(C)OC(=O)N[C@@H](Cc1ccccc1)C(=O)N[C@@H](CO)[C@H](O)[C@@H]1C[C@@H]1C(=O)NC1CCCCC1	-21	8	0.93	3	1	-3	-2	-3	-6
CCn1c(=O)n(CC)c2cc(N3CCCC3)c(NC(=O)c3cccc(OC)c3)cc21	9	5	0.95	-9	-8	6	12	17*	47*
O=C(NCCCn1ccnc1)c1ccc2nccnc2c1	-2	-1	1	-7	-6	-8	-4	-1	-5
CCOC(=O)CSc1nc2ccc(S(=O)(=O)N3CCOCC3)cc2[nH]1	11	-4	1	0	1	10	4	-2	11
CCn1cc(SCC(N)=O)c2ccccc21	6	8	0.92	-1	-5	-6	3	9	-10
COc1ccccc1-n1cc(-c2ccc(Br)cc2)[nH]c1=S	19	6	0.94	-4	-1	17	0	-1	24
O=C(CSc1nncn1-c1ccccc1)NCc1cccs1	12	-2	1	-2	-5	5	9	-1	17
CCOc1cc(CNC(C)(C)C)ccc1OCC(=O)Nc1cccc(C(F)(F)F)c1	7	-12	1.1	-6	-9	-19	-18	-6	-4
CC(C)(C)NC(=O)C(Cc1ccccc1)NS(=O)(=O)c1cccc2nsnc12 (stereo not drawn)	1	12	0.88	0	3	3	-21	3	22
Cc1noc(C)c1NC(=O)Nc1ccc2c(c1)C(=O)N([C@@H](C)CO)C[C@@H](C)[C@@H](CN(C)Cc1ccc3c(c1)OCO3)O2	11	-37	1.4	-8	0	-6	-13	-2	1
CN(C)c1ccc(S(=O)(=O)NCC(=O)OCC(=O)NC(=O)C2CCCCC2)cc1[N+](=O)[O-]	17	-11	1.1	-6	-1	5	-6	0	-1
CC1N(C(=O)N2CCOCC2)CCN1S(=O)(=O)c1ccc(Cl)cc1 (stereo not drawn)	-1	10	0.9	-9	1	7	8	0	-10
COC(=O)c1ccc(CNC(=O)COC(=O)/C=C/c2ccc(O)c(OC)c2)cc1	-2	2	0.98	-5	-3	3	17	-1	13
CC(C)OP(=O)(OC(C)C)C(NC(=O)c1ccc(Br)cc1)c1ccccc1 (stereo not drawn)	12	0	1	-8	-1	11	-15	-1	13
COc1cc([N+](=O)[O-])ccc1NC(=O)COC(=O)CCOc1ccc(C)cc1	-14	2	0.98	-7	-6	49*	1	-2	50*
CC(CCc1ccccc1)NC(=O)CN1CCN(Cc2ccccc2)C1=O (stereo not drawn)	-3	-3	1	1	1	14	9	2	17
CC(=O)Nc1c(C(N)=O)oc2ccc(Cl)cc12	11	-5	1.1	2	2	-18	5	-1	4

The final two compounds of the part before are carried over, then new ones follow.
SMILES	NALP3 yeast inh	mIAP inh	mIAP activ	APOBEC3G inh	APOBEC3A inh	TIM10 inh	hIAP inh	MIN6 prolif	tim10-1 inh
CC(CCc1ccccc1)NC(=O)CN1CCN(Cc2ccccc2)C1=O (stereo not drawn)	-3	-3	1	1	1	14	9	2	17
CC(=O)Nc1c(C(N)=O)oc2ccc(Cl)cc12	11	-5	1.1	2	2	-18	5	-1	4
CC(C)(C)c1ccc(N2C(=O)Cc3c2nc(N)c(C#N)c3N)cc1	-5	4	0.96	-9	-5	23	14	-2	23
Cc1ccc(NC(=O)OCc2cccs2)cc1	25	-12	1.1	2	3	-13	7	-3	-11
COc1ccc(C(=O)NNC(=O)CSc2nnc(-c3cccnc3)o2)cc1	0	1	0.99	-7	-7	-5	-1	-2	-4
COC(=O)c1cccc(NC(=S)N2CCN(C)CC2)c1	-2	0	1	-2	-1	-6	-30	2	-2
CCOC(=O)c1sc2nc(N3CCOCC3)c3c(c2c1N)CCN(Cc1ccccc1)C3	20	18	0.82	-3	-1	12	8	-2	18
CCN(CC)S(=O)(=O)c1cccc(-c2nnc(SCc3nnc(-c4ccccc4)o3)n2C)c1	7	2	0.98	-6	-2	9	17	-3	4
COc1ccc(CCNC(=O)COC(=O)Cc2cccc(F)c2)cc1	24	6	0.94	-7	-2	8	-1	3	16
O=C(Nc1ccc(OC(F)(F)F)cc1)c1ccc2c(c1)no[n+]2[O-]	22	13	0.87	-4	-4	30	6	-6	19
CC(=O)Oc1cc2c(C(C)=O)coc2c2ccccc12	16	5	0.95	-7	0	6	-6	-3	11
COc1ccc(/C=C(/NC(=O)c2cccc([N+](=O)[O-])c2)C(=O)O)cc1	-3	14	0.85	-4	-2	7	-12	-2	7
Cc1cc(Cl)c(OCCCN2CCCCC2)c(Br)c1	8	11	0.89	-7	-1	5	4	0	5
CCCCCCSc1ccc([C@H]2N[C@@](CC(C)C)(C(=O)OC)[C@H]3C(=O)N(C)C(=O)[C@@H]23)cc1OC	20	4	0.96	-9	-1	26	-9	-8	25

Screening data deposited in PubChem BioAssay by Sanford-Burnham Center for Chemical Genomics.
